ASAP1 inh = inhibitors of human ASAP1 ArfGAP activity, primary screen, biochemical, fluorescence polarization; inhibition, % at 16.5 µM; hit rate 0.19% among 360,000; ASAP1-stimulated ARF1 GTP hydrolysis, GDP FP detection; Arf-GAP with SH3 domain, ANK repeat and PH domain-containing protein 1 (Homo sapiens), …; in the data active = inhibition above about 25%;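 also: 0% = vehicle with enzyme and substrate and 100% = no enzyme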
Target sequence (Q9ULH1 325-724 limits assumed): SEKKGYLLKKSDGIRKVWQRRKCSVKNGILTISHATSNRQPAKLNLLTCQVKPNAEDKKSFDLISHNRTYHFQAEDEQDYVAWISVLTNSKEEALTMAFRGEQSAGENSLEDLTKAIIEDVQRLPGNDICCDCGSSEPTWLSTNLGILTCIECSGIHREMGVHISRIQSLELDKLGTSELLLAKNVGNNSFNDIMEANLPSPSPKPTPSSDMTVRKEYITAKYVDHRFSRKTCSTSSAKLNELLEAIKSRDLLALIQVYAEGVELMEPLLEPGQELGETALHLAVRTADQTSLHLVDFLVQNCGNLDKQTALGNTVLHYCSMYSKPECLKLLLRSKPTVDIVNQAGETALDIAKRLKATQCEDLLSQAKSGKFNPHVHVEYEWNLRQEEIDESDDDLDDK
MBD2 DNA inh = inhibitors of MBD2 binding to methylated DNA, primary screen, biochemical, TR-FRET, DNA-binding domain, human; MBD2 binding to methylated oligonucleotide; inhibition, % at 4.4 µM; Methyl-CpG-binding domain protein 2 (Homo sapiens), Q9UBB5; hit rate 0.31% among 370,000; in the data active = inhibition above about 13%
Tn7 DDE FP = inhibitors of Tn7 peptide binding to fibrin DD(E), primary screen, biochemical, fluorescence polarization, human fibrin, Tn7 probe; inhibition, % at 8.3 µM; FP displacement of FITC-Tn7 peptide from fibrin DD(E); 0% = median of compound wells per plate; AID 720508, 2013; hit rate 0.13% among 370,000; Fibrinogen beta chain (Homo sapiens), P02675;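 active = inhibition above the mean of compounds falling within the control limits plus 3 SD of them, cut at about 14% in these data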;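 also: 0% = plate median of compound wells and 100% = 10 µM Aha-Tn7 peptide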
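System: human fibrin DD(E); quantity: Fibrin-DD(E) at 2 µM final; also added: fluorescent Tn7 probe at 0.1 µM; compound dosing: single nominal test concentration of 8.3 µM per compound; schedule: 10 min preincubation, 3 h with tracer, room temperature; detection: fluorescence polarization of the labelled Tn7 tracer; repeats: one replicate per compound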
ADAM17 inh = ADAM17 inhibitors, primary screen, biochemical, QFRET. Disintegrin and metalloproteinase domain-containing protein 17 (Homo sapiens), P78536. recombinant ADAM17, EDANS/DABCYL FRET peptide cleavage. inhibition, % at 6.95 µM. hit rate 0.83% among 370,000. AID 720648, 2013;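 active = inhibition above the mean of compounds lying between control limits plus 3 SD, set per campaign, cut at about 8.5% in these data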;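 also: 0% = DMSO-only wells as the low control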
Tn6 DDE FP = inhibitors of Tn6 peptide binding to fibrin DD(E), primary screen, biochemical, fluorescence polarization, human fibrin, Tn6 probe | Fibrinogen beta chain (Homo sapiens), P02675 | Fibrin DD(E) TRITC-Tn6 fluorescence polarization displacement | inhibition, % at 8.3 µM | hit rate 0.21% among 370,000 | AID 720509, 2013;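 active = inhibition above a per-campaign cutoff: mean of compounds within control limits plus 3 SD, cut at about 15% in these data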;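 also: 0% = median of all compound wells on the plate and 100% = blocking peptide control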
KLK7 zymogen act = proKLK7 zymogen activators, primary screen, biochemical, fluorescence intensity | Kallikrein-7 (Homo sapiens), P49862 | purified proKLK7, EDANS-DABCYL substrate fluorescence; 100% is mature enzyme control, 0% vehicle | activation, % at 7 µM | hit rate 0.9% among 370,000 | AID 652039, 2013;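 active = activation above the mean of all tested compounds plus 3 SD, computed per campaign excluding outliers beyond control limits, cut at about 13% in these data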
Target sequence (P49862 whole entry, looked up): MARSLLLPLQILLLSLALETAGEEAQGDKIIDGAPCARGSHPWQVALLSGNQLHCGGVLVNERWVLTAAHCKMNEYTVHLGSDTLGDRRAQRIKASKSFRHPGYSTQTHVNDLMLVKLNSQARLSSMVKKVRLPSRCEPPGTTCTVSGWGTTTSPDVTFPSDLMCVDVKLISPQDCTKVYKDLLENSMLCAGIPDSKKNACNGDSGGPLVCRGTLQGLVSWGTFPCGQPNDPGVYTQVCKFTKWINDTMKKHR
PLCg1 inh = PLC-gamma1 enzyme inhibitors, primary screen, biochemical, fluorescence, purified enzyme; 1-phosphatidylinositol 4,5-bisphosphate phosphodiesterase gamma-1 (Homo sapiens), P19174; fluorogenic substrate; inhibition, % at 12.2 µM; hit rate 0.84% among 370,000; in the data active = inhibition above about 9.5%
PLC-beta3 inh = human PLC-beta3 inhibitors, primary screen, biochemical, fluorescence; 1-phosphatidylinositol 4,5-bisphosphate phosphodiesterase beta-3 (Homo sapiens), Q01970; Purified PLC-beta3, fluorogenic substrate; inhibition, % at 12.2 µM; hit rate 0.18% among 370,000; in the data active = inhibition above about 11%;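 also: 0% = median of compound wells on plate and 100% = full blocker control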
UHRF1 MBD2 ctr = UHRF1 methylated DNA binding inhibitors, primary screen, counter-screen for MBD2 inhibitor project, biochemical, TR-FRET, human UHRF1, single concentration. inhibition, % at 4.4 µM. UHRF1 binding to methylated oligo. hit rate 0.75% among 370,000. E3 ubiquitin-protein ligase UHRF1 (Homo sapiens), Q96T88; in the data active = inhibition above about 21%;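 also: UHRF1 SRA domain binding a hemimethylated CpG hairpin DNA probe; 0% = median of test compound wells and 100% = reference inhibitor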
ARFGAP1 inh = inhibitors of rat ARFGAP1 GAP activity, primary screen, biochemical, fluorescence polarization, GDP tracer; inhibition, % at 16.5 µM; ADP-ribosylation factor GTPase-activating protein 1 (Rattus norvegicus), Q62848; AID 651572, 2012; Arfgap1-stimulated ARF1 GTP hydrolysis, GDP FP detection; hit rate 0.26% among 360,000;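 active = inhibition above a per-plate limit, mean inhibition of low control wells plus 3 SD, cut at about 25% in these data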;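 also: 0% = DMSO wells with enzyme and 100% = wells lacking Arfgap1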
Target sequence (Q62848 1-136 limits assumed): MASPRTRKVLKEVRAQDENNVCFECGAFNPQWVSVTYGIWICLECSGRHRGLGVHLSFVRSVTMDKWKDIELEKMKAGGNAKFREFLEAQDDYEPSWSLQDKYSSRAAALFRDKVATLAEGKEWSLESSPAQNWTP
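Replicates: Single well per compound | Assay system: Truncated rat Arfgap1 GAP domain | Control set: No-Arfgap1 wells (100%) versus DMSO full-reaction wells (0%) | Times: Enzyme reaction 120 min at 25 °C after 20 min preincubation | Reagent: Human ARF1(Δ1-17)-GTP substrate | Measured by: Tracer-displacement fluorescence polarization with EDTA stop, 620/688 nm | Measure: Percent inhibition of Arfgap1-stimulated GTP hydrolysis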
Numbers without * were called inactive; nt = no result given.

SMILES | ASAP1 inh | MBD2 DNA inh | Tn7 DDE FP | ADAM17 inh | Tn6 DDE FP | KLK7 zymogen act | PLCg1 inh | PLC-beta3 inh | UHRF1 MBD2 ctr | ARFGAP1 inh
Cc1ccc(OCC(=O)Nc2cc(S(=O)(=O)N3CCOCC3)ccc2N2CCCC2)cc1 | 0 | 0 | 1 | 2 | 3 | 0.2 | 0 | -14 | -2 | 3
CCOc1ccc(-c2nnc(-c3ccco3)o2)cc1OCC | 0 | 1 | 4 | -153 | 1 | 3.1 | -402 | -496 | 0 | -11
CCN(CC)CCNC(=O)c1ccc(Cl)c(S(=O)(=O)Nc2ccccc2OC)c1 | -3 | -4 | 9 | -2 | 2 | -0.4 | -1 | 3 | 0 | -1
C/C(=N/NC(=O)CSc1nnc(-c2ccccc2)n1-c1ccc(Cl)cc1)c1cccc(O)c1 | nt | -4 | 0 | 2 | 6 | 0.2 | -1 | 3 | 0 | nt
CCCOc1ccc(C2C(C(=O)c3ccco3)=C(O)C(=O)N2CCCn2ccnc2)cc1OC (stereo unspecified) | 12 | 0 | -8 | 1 | 2 | 1.0 | -13 | -18 | -3 | -1
CCN(CC)c1ccc(/C=N/NS(=O)(=O)c2ccc(CNC(C)=O)cc2)cc1 | 13 | -4 | 0 | 0 | -6 | -0.5 | -2 | -1 | -2 | -2
C(#Cc1c(-c2ccsc2)sc2ccccc12)c1ccsc1 | 5 | -4 | -1 | -6 | -2 | -21 | -8 | -10 | 2 | 5
CCc1nnc(NC(=O)c2nc(Cl)ccc2Cl)s1 | 4 | -1 | 10 | -5 | 6 | 0.3 | -3 | -9 | -2 | -4
O=C(NCCNc1ccc(Cl)cc1[N+](=O)[O-])c1ccccc1F | 2 | -9 | 3 | 4 | -5 | 0.0 | 1 | 2 | -6 | 3
O=C(NC(=S)NNC(=O)c1ccccc1[N+](=O)[O-])c1ccc(Br)cc1 | -15 | -2 | -3 | -3 | 4 | 0.3 | -2 | -9 | -2 | 3
CCOC(=O)C1=C(C)Nc2ccccc2N=C1NC(=O)/C=C/c1ccc(OC)cc1OC | 1 | 2 | 2 | 2 | 1 | 0.9 | 8 | -3 | 5 | 0
Cc1ccccc1Cn1c2ccccc2c2cnn(CC(=O)NCCCN3CCN(C)CC3)c(=O)c21 | -14 | -5 | -1 | -14 | 0 | 0.9 | -1 | -9 | -1 | 3
Cc1cc(C)n(CC(=O)N2CCCC(N3CCN(c4cccc(C(F)(F)F)c4)CC3)C2)n1 (stereo unspecified) | -10 | 1 | 2 | -2 | -2 | 0.0 | -2 | -7 | 2 | -6
CCc1cc(=O)oc2cc3oc(C)c(C)c3cc12 | -6 | 2 | 1 | -23 | 1 | -1.2 | -90 | -122 | 8 | -8
COc1ccc2c(c1)OC[C@H]1[C@H]2N2C(=O)CN(C)C(=O)[C@@]2(C)[C@H]1c1ccccc1 | -12 | 0 | 8 | -6 | 0 | 0.1 | -2 | -4 | 1 | 1
CCC(C(=O)OCC(=O)Nc1cc(Cl)ccc1Cl)c1ccccc1 (stereo unspecified) | 1 | 1 | -5 | 5 | -8 | 0.1 | 1 | 2 | -4 | 3
C=CCn1c(C(C)(C)C)nc2ccccc21 | -5 | 2 | 10 | -6 | 3 | -0.4 | -1 | -2 | 4 | 6
CCN(CC)S(=O)(=O)c1ccc(C(=O)NC(=S)N(CCC#N)Cc2cccnc2)cc1 | -16 | 0 | 4 | 1 | -5 | -0.1 | 2 | -3 | 0 | 5
COCc1nnc(NS(=O)(=O)c2ccc(Cl)cc2)s1 | 2 | -2 | 3 | 0 | 3 | -0.7 | 3 | -5 | 0 | -4
COc1ccc(OC)c(C(=O)/C=C/c2cccnc2)c1 | -5 | -6 | -3 | -2 | 1 | 0.4 | -25 | -33 | -1 | 13
O=C(CNS(=O)(=O)c1ccccc1)N1CCCC1 | -8 | 13 | 1 | -1 | 10 | -0.1 | 2 | 3 | 21* | -11
Cc1cc(C(=O)COc2cc(F)ccc2[N+](=O)[O-])c(C)n1C1CC1 | -4 | -6 | 6 | 0 | 16* | 0.1 | -1 | -6 | -4 | -2
COc1ccc(/C=N/c2oc(C)c(C)c2C#N)c(OC)c1 | -3 | 4 | 4 | -3 | -2 | -0.9 | -1 | 2 | 1 | -4
Cc1ccccc1NC(=S)NCc1ccc(F)cc1 | -3 | -5 | -2 | -2 | 7 | -0.1 | 0 | -3 | -2 | -3
Cn1cc2cc(NC(N)=S)ccc2n1 | 1 | -4 | 7 | -6 | 5 | 0.9 | -3 | -11 | -2 | -4
O=C(C[C@@H]1C/C=C\C[C@@H](Cc2ccc(F)cc2)C(=O)OC[C@@H]2CCCN2C1=O)NCCO | 3 | 2 | 1 | -4 | 3 | 0.3 | 2 | 3 | -4 | -4
CCC(C)NC(=O)CSc1ccc(Cl)cc1 (stereo unspecified) | 2 | -7 | -2 | -4 | 0 | 0.4 | -6 | 3 | -1 | -12
C[C@H]1CN([C@@H](C)CO)C(=O)c2c(c3ccccc3n2C)-c2ccccc2CO[C@H]1CN(C)Cc1cccc(F)c1 | -6 | 5 | -5 | 5 | -2 | 0.3 | 4 | 4 | 3 | 3
Cn1cnnc1SCC(=O)Nc1ccccc1 | 8 | -1 | -6 | 1 | 1 | 0.1 | 4 | 5 | 0 | 0
CC(C)NC(=O)c1ccc2c(c1)N(CC(=O)Nc1ccccc1F)C(=O)C(C)(C)O2 | -6 | 2 | -4 | 0 | 0 | -0.2 | 1 | -1 | 0 | -2

Limited to ADAM17 inh, Tn7 DDE FP and PLCg1 inh (4 entries from above):
compound | ADAM17 inh | Tn7 DDE FP | PLCg1 inh
Cc1ccccc1NC(=S)NCc1ccc(F)cc1 | -2 | -2 | 0
O=C(C[C@@H]1C/C=C\C[C@@H](Cc2ccc(F)cc2)C(=O)OC[C@@H]2CCCN2C1=O)NCCO | -4 | 1 | 2
Cc1cc(C(=O)COc2cc(F)ccc2[N+](=O)[O-])c(C)n1C1CC1 | 0 | 6 | -1
O=C(CNS(=O)(=O)c1ccccc1)N1CCCC1 | -1 | 1 | 2

(listing goes on)
SMILES | ASAP1 inh | MBD2 DNA inh | Tn7 DDE FP | ADAM17 inh | Tn6 DDE FP | KLK7 zymogen act | PLCg1 inh | PLC-beta3 inh | UHRF1 MBD2 ctr | ARFGAP1 inh
COc1ccccc1N(C)S(=O)(=O)c1ccc(C(=O)NNC(=O)c2ccccc2O)cc1 | -13 | -6 | 10 | 9.0* | 2 | 0.3 | -2 | 1 | 0 | 1
O=C(c1ccccc1)N1CCN(CCc2ccccc2)CC1 | 4 | 6 | 2 | -3 | 0 | -0.1 | 5 | -10 | 1 | -5
O=C(NNC1=Nc2ccccc2SC1)c1ccc(Cl)cc1 | 10 | -3 | -2 | 2 | 3 | 0.0 | 3 | -3 | 4 | 0
C=CCC(=O)NC(C)c1cnn(-c2ccccc2C)c1C (stereo unspecified) | 6 | 1 | -8 | -1 | 1 | -0.5 | 5 | 8 | 2 | 2
Cc1cc(C)n(-c2nc3ccccc3c(=O)n2OCCOc2ccccc2)n1 | -9 | 4 | -1 | -1 | 7 | 0.0 | 1 | 0 | 0 | -1
CCOC(=O)CSc1nnc(CNC(=O)c2ccc(OC)cc2)n1-c1ccc(OC)cc1 | 8 | 7 | 7 | -2 | -1 | -0.4 | -2 | 6 | 7 | -5
COc1ccc(-c2nnc(SC(C)C(=O)Nc3cccc(Cl)c3)o2)cc1 (stereo unspecified) | 6 | -5 | -7 | 2 | -4 | 0.3 | 1 | -3 | -2 | 3
O=C(N/N=C/c1cc(Br)c(O)c(Br)c1)c1cccc(C(F)(F)F)c1 | 7 | 4 | -2 | 6 | 6 | 0.1 | -62 | -69 | 0 | 7
O=C(CSc1ncccc1C(=O)O)c1ccccc1F | -2 | -6 | -9 | 0 | -3 | -0.9 | 3 | 0 | -2 | -12
CC(=NCC1CCNCC1)C1=C(O)CC(C)(C)CC1=O | -4 | 1 | -7 | 2 | -2 | -0.4 | 3 | -3 | 7 | 3

Compound profiles, from the list above. Order of values: ASAP1 inh, MBD2 DNA inh, Tn7 DDE FP, ADAM17 inh, Tn6 DDE FP, KLK7 zymogen act, PLCg1 inh, PLC-beta3 inh, UHRF1 MBD2 ctr, ARFGAP1 inh
Record of Cc1cc(C)n(-c2nc3ccccc3c(=O)n2OCCOc2ccccc2)n1 : -9, 4, -1, -1, 7, 0.0, 1, 0, 0, -1
Record of COc1ccccc1N(C)S(=O)(=O)c1ccc(C(=O)NNC(=O)c2ccccc2O)cc1 : -13, -6, 10, 9.0*, 2, 0.3, -2, 1, 0, 1
Record of O=C(CSc1ncccc1C(=O)O)c1ccccc1F : -2, -6, -9, 0, -3, -0.9, 3, 0, -2, -12
Record of O=C(N/N=C/c1cc(Br)c(O)c(Br)c1)c1cccc(C(F)(F)F)c1 : 7, 4, -2, 6, 6, 0.1, -62, -69, 0, 7
Record of O=C(c1ccccc1)N1CCN(CCc2ccccc2)CC1 : 4, 6, 2, -3, 0, -0.1, 5, -10, 1, -5

Other compounds:
SMILES | ASAP1 inh | MBD2 DNA inh | Tn7 DDE FP | ADAM17 inh | Tn6 DDE FP | KLK7 zymogen act | PLCg1 inh | PLC-beta3 inh | UHRF1 MBD2 ctr | ARFGAP1 inh
O=C(Cn1cc(SCc2cccc(Cl)c2)c2ccccc21)N1CCOCC1 | 9 | -1 | -1 | 4 | 0 | -0.4 | 4 | 2 | -5 | -7
CCCN(CC(=O)Nc1ccccc1C)C(=O)c1cnc(C)cn1 | -20 | -5 | 3 | -2 | 7 | 0.1 | 1 | -4 | 0 | -11
O=C(NC(=S)Nc1ccc(Br)cn1)c1cccnc1 | 4 | -1 | -3 | 1 | -4 | 0.3 | -3 | -9 | -1 | 6
CC(C#N)Sc1ccc(S(=O)(=O)N2CCCC2)cn1 (stereo unspecified) | -6 | -7 | 0 | 0 | 1 | 0.2 | 2 | -1 | -2 | -17

Screening results: PubChem BioAssay, The Scripps Research Institute Molecular Screening Center
